# TDP2 absorb = human TDP2 enzyme inhibitors, primary screen, biochemical, epi absorbance, recombinant enzyme; Tyrosyl-DNA phosphodiesterase 2 (Homo sapiens), O95551; T5PNP hydrolysis, p-nitrophenol absorbance 415 nm; inhibition, % at 12.8 µM; hit rate 0.34% among 370,000; AID 720702, 2013;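 active means inhibition above the mean of all tested compounds plus 3 SD, set per campaign, cut at about 25% in these data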;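 further: 0% = DMSO with enzyme and 100% = buffer with substrate but no TDP2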
#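 Assay system: Recombinant human TDP2 | Quantity: 120 nM TDP2 per well | Incubation: 2 h at 37 °C | Signal: Epi absorbance | Evaluation: Percent inhibition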
# MBD2 inh = inhibitors of MBD2 binding to methylated DNA, primary screen, biochemical, TR-FRET, DNA-binding domain, human | MBD2 binding to methylated oligonucleotide | inhibition, % at 4.4 µM | hit rate 0.31% among 370,000 | AID 686964, 2013; in the data active means inhibition above about 13%
# TCR CD3 inh = inhibitors of human TCR-CD3 interaction, primary screen, biochemical, fluorescence, TAMRA-labeled TCR probe; hit rate 0.37% among 360,000; T-cell receptor (TCR); inhibition, % at 9.4 µM; in the data active means inhibition above about 19%;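 further: recombinant mutant TCR 2C K166C tagged with TAMRA read by polarization; 0% = receptor in buffer alone and 100% = receptor with positive control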
# HTRA1 inhibitor = HTRA1 serine protease inhibitors, primary screen, biochemical, fluorescence polarization, HTS; recombinant HTRA1, FP-rhodamine activity-based probe; AID 504803, 2011; Q92743; inhibition, % at 5.96 µM; hit rate 0.5% among 340,000; in the data active means inhibition above about 36%;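 further: 0% = enzyme with DMSO and 100% = wells lacking enzyme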
# GC-B act = human GC-B receptor activators, primary screen, HEK293 GC-B cells, cGMP TR-FRET, EC30 CNP. 0% at EC30 CNP, 100% saturating CNP. activation, % at 10 µM. hit rate 0.11% among 370,000;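 active means activation at 10 µM reaching about 35% in either raw or pattern-adjusted values, limit read from the data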
# rCAG RNA binder = binders of r(CAG) RNA repeats, primary screen, biochemical, fluorescence; r(CAG) RNA repeat, TO-PRO-1 dye displacement fluorescence; inhibition, % at 3 µM; hit rate 1.3% among 370,000;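 active means inhibition above the plate cutoff, the mean of all test compounds on that plate plus 3 SD, cut at about 35% in these data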;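 further: 0% = DMSO alone and 100% = 100 µM mitoxantrone as full dye displacement; higher means more dye released from RNA so lower well fluorescence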
# PRMT1 inh = PRMT1 methyltransferase inhibitors, primary screen, biochemical, fluorescence polarization; inhibition, % at 2.79 µM; recombinant PRMT1, activity-based probe fluorescence polarization; hit rate 1.3% among 370,000; Protein arginine N-methyltransferase 1 (Homo sapiens), Q99873; AID 652257, 2013;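 active means inhibition above about 21% made by adding two undisclosed values, limit read from the data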
# ABHD4 inh = ABHD4 inhibitors, primary screen, biochemical, fluorescence polarization, mouse; (Lyso)-N-acylphosphatidylethanolamine lipase (Mus musculus), Q8VD66; purified mABHD4, FP-Rh probe fluorescence polarization; inhibition, % at 8.92 µM; hit rate 0.54% among 370,000;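 active means inhibition exceeding the mean over every tested compound plus 3 SD, cut at about 30% in these data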;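 further: 0% = plate median of compound wells and 100% = S159A mutant with DMSO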
# Target sequence (Q8VD66 whole entry, looked up): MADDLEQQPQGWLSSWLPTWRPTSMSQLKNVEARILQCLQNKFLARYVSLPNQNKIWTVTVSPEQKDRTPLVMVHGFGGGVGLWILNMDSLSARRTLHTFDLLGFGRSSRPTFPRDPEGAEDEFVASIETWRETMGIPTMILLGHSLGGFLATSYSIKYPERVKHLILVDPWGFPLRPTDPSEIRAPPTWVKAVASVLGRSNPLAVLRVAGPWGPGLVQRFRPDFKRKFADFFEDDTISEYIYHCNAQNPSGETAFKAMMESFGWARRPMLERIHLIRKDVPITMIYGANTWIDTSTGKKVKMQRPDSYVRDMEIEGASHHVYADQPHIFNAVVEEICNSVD
#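 Assay system: Wild-type mouse ABHD4 protein | Medium: HEPES pH 7.0 buffer, 150 mM NaCl, 0.01% Pluronic F-127 | Incubation: Enzyme–compound pre-incubation 45 min, then probe 60 min, both 25 °C | Technique: Fluorescence polarization with parallel and perpendicular emission, 525/598 nm | Evaluation: % inhibition of FP-Rh probe binding versus controls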
# LEDGF integ inh = blockers of LEDGF/p75-dependent integrase strand transfer – biochemical, TR-FRET, high throughput, primary screen. HIV-1 integrase (with human LEDGF/p75). TR-FRET IN-LEDGF/p75 DNA integration, Eu/Cy5. inhibition, % at 3.7 µM. hit rate 0.64% among 370,000;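 active means inhibition above the screen-wide mean plus 3 SD, cut at about 13% in these data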;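 further: signal is the Cy5 over europium emission ratio at 671 and 618 nm; 0% = plate median of compound wells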
# SIAE primary = human SIAE inhibitors, primary screen, biochemical, fluorescence polarization, FP-Rh probe, 1536-well HTS; inhibition, % at 9.66 µM; SIAE FP-Rh probe binding; hit rate 0.69% among 370,000; AID 1053197, 2014; Sialate O-acetylesterase (Homo sapiens), Q9HAT2;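 active means inhibition above a cutoff: mean of compounds within the control limits plus 3 SD of those, cut at about 17% in these data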;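 further: 0% = plate median of compound wells and 100% = probe without SIAE protein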
# Target sequence (Q9HAT2 whole entry, looked up): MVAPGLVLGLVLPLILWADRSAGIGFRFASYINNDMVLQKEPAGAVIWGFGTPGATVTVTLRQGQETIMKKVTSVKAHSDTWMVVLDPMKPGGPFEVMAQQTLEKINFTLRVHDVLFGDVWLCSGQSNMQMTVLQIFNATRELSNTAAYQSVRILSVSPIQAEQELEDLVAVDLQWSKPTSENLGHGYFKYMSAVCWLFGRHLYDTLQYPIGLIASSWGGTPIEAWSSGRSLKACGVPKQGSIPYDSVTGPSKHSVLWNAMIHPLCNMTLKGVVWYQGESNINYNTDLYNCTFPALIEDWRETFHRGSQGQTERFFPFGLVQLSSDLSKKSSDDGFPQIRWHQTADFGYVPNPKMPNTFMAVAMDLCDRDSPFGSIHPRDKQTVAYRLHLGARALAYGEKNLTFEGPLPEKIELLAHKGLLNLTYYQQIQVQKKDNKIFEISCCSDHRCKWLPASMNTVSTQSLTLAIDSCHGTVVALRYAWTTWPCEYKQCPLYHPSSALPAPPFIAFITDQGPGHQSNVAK
# Starred values were filed as active, the others as inactive; . = not tested or not shown. This is a subset. The share of hits here may be higher or lower than overall.
# The first 2 records as a preview:
# Every second line gives: ABHD4 inh	GC-B act	PRMT1 inh	TCR CD3 inh	MBD2 inh	TDP2 absorb	LEDGF integ inh	rCAG RNA binder	SIAE primary	HTRA1 inhibitor
COc1ccc(C)cc1S(=O)(=O)N1CCN(C/C=C/c2ccccc2)CC1
→ -3	1	2	1	-1	-5	-11	1	-1	-12
Cn1cnc([N+](=O)[O-])c1Sc1ncn[nH]1
→ 6	3	-3	-12	0	1	1	1	2	4

# This part in full, from the first entry:
# Every second line gives: ABHD4 inh	GC-B act	PRMT1 inh	TCR CD3 inh	MBD2 inh	TDP2 absorb	LEDGF integ inh	rCAG RNA binder	SIAE primary	HTRA1 inhibitor
COc1ccc(C)cc1S(=O)(=O)N1CCN(C/C=C/c2ccccc2)CC1
→ -3	1	2	1	-1	-5	-11	1	-1	-12
Cn1cnc([N+](=O)[O-])c1Sc1ncn[nH]1
→ 6	3	-3	-12	0	1	1	1	2	4
O=C(C1CCN(S(=O)(=O)c2ccc(Br)cc2)CC1)N1CCOCC1
→ 1	-3	-3	0	-8	2	-2	-6	-2	6
COc1cc2c(cc1OC)CN(c1ccc(C(F)(F)F)cn1)CC2
→ -2	6	1	5	0	-1	6	-2	4	-6
COc1ccc(/C=N\NC(=O)c2ccc(-c3ccccc3)cc2)cc1COC(C)=O
→ -9	-1	-3	-3	2	-20	-1	6	-22	-23
Cc1ccc(C(=O)NCCc2ccc(S(=O)(=O)N3CCCC3)cc2)cc1
→ -1	1	3	-2	-2	-5	-6	-4	-5	2
CC(NC(=O)c1ccccc1)c1nnc(SCc2nc3ccccc3c(=O)[nH]2)n1C (stereo not given)
→ 4	-4	-2	-4	2	1	1	-5	-8	-1
O=C(COc1ccc([N+](=O)[O-])cc1)NNC(=O)Nc1cccc(F)c1
→ -4	0	-4	5	-6	-14	4	2	-2	-3
CCC(=O)N1CCCC(C(=O)Nc2nc3ccccc3[nH]2)CC1 (stereo not given)
→ -9	3	-7	6	-6	-9	2	2	-5	.
COCCSc1ccccc1C(=O)Nc1ccc(S(=O)(=O)N2CCOCC2)cc1
→ -1	9	3	-13	-4	5	6	1	-5	8
COc1ccc(Cl)cc1NC(=O)CCN1CCN(Cc2ccccc2)CC1
→ -5	4	-4	-8	1	2	2	-9	1	-6
CCCCN(C)C(=O)c1sc(=O)n(Cc2c(C)noc2C)c1C
→ 1	-2	0	-1	-5	5	2	-2	3	.
CS(=O)(=O)N(Cc1nc(-c2ccc(F)cc2)no1)c1ccccc1Cl
→ -17	-9	2	-5	1	-3	-1	-2	1	-17
CCCCOc1ccc(Nc2cc(Cl)ccc2C(=O)O)cn1
→ -1	-1	3	7	12	6	-3	70*	6	-7
O=C(/C=C/c1ccc2c(c1)OCCO2)N1CCN(c2ccc(F)cc2)CC1
→ 3	0	-1	4	-2	2	0	-6	0	9
Cc1ccc(NC(=O)COC(=O)C2CC2(Cl)Cl)cc1C (stereo not given)
→ 0	0	-6	1	3	11	2	-2	-10	1
CC(C)(C)OC(=O)C[C@H]1C/C=C\C[C@H](CC(=O)NCCO)C(=O)NC[C@H](c2ccccc2)OC1=O
→ 7	2	-3	4	-1	2	-3	-3	2	10
CCOc1ccc(S(=O)(=O)N2CCN(c3ccccc3F)CC2)c2cccnc12
→ 0	2	2	-3	0	5	-1	-3	3	-5
CN1C(=O)CSC1=NCC12CC3CC(CC(C3)C1)C2
→ 0	-2	1	0	4	6	-1	-4	1	-3
O=C(c1cccc(S(=O)(=O)N2CCN(c3ccc(F)cc3)CC2)c1)N1CCCC1
→ -6	7	-6	1	0	-12	3	-1	-6	3
O/N=C/c1ccc(-c2cc(Cl)ccc2Cl)o1
→ -4	-5	2	3	-2	6	1	5	4	-5
CCN1CCN(CC(=O)Nc2ccc(S(=O)(=O)N3C(C)CCCC3C)cc2)CC1 (stereo not given)
→ 5	-1	-1	-5	-3	14	0	-8	2	-1
CN(C(=O)CSc1nnc(-c2ccccc2)n1C)C1CCS(=O)(=O)C1 (stereo not given)
→ 3	4	-5	8	-3	-11	-1	-2	3	1
Cc1ccc(NC(=O)CSc2nc(O)c(Cc3ccccc3)c(=O)n2-c2ccccc2)cc1
→ 0	1	33*	4	3	-5	3	34	2	-1
CCOC(=O)CCCNC(=O)COC(=O)CCC(=O)c1ccc(F)cc1
→ 3	1	1	0	0	-6	-1	-4	1	0
CCOC(=O)c1oc2ccc(CNCCO)c(Cl)c2c1C
→ 0	-17	-1	4	-2	4	-2	0	3	0
CC1Sc2ccc(S(=O)(=O)CCC(=O)Nc3ccccc3Cl)cc2NC1=O (stereo not given)
→ -5	-3	-1	-7	5	-5	3	5	3	1
Cc1ccc(C2N(C)C(=O)c3ccccc3N2C)cc1 (stereo not given)
→ 2	-2	-2	6	-4	4	3	0	-3	3
O=C(Nc1nnc(CC2=CCCCC2)s1)c1cccs1
→ -5	-7	2	-5	5	-1	3	-1	-3	-5
C=C(C)C1CC=C(C)/C(=N/NC(=O)c2ccc(NC(=O)CC)cc2)C1 (stereo not given)
→ -10	-3	-7	8	-2	2	-2	-3	-8	-1
S=c1cnc2ccccc2[nH]1
→ 7	-1	40*	10	-6	4	2	2	2	6
C=CCOc1c(Br)cc(/C=N/O)cc1OCC
→ 0	-2	3	-5	6	4	0	1	4	-13
CC(NCC1COc2ccccc2O1)C(=O)NCc1ccccc1 (stereo not given)
→ 7	7	4	-5	9	-2	1	-7	-6	7
COc1ccc(-c2onc(C)c2C)cc1S(=O)(=O)NCCc1ccco1
→ 1	2	1	1	4	8	0	10	1	-11
CC(=O)NNC(=O)C(O)(c1ccccc1)c1ccccc1
→ -3	2	0	3	-2	1	-2	-3	1	1
Nc1nc(-c2cccnc2)nn1C(=O)c1ccc(F)cc1
→ -5	-4	2	4	-1	-5	-4	4	7	4
CCCCCC(=O)Nc1ncc2c(n1)CC(c1cccs1)CC2=O (stereo not given)
→ -5	-8	-2	0	4	2	3	-6	5	.
COc1ccc(-c2[nH][nH]c(=O)c2NC(=O)c2ccc([N+](=O)[O-])cc2)cc1
→ 7	-2	2	-1	-3	19	2	5	0	.
O=C(CSc1nnc(COc2ccccc2)o1)N1CCCCC1
→ 0	2	-2	1	1	12	-2	-5	4	0
Cc1ccc(S(=O)(=O)N[C@@H](CO)C(=O)N[C@@H](Cc2ccc(O)cc2)C(=O)O)cc1
→ -4	1	-1	3	-1	-3	1	-3	1	-1
CCN1/C(=C2/OC(=S)N(C)C2=O)Sc2ccccc21
→ 4	12	3	7	-5	8	2	1	8	0
O=C(N[C@H](Cc1ccccc1)C(=O)NCc1ccc2c(c1)OCO2)[C@H]1O[C@@H](n2ccc(=O)[nH]c2=O)[C@H](O)[C@@H]1O
→ 5	-1	1	3	1	5	1	3	0	.
CCOC(=O)CSc1ncnc2c1nnn2-c1ccc(F)cc1
→ -6	-9	1	-5	6	-1	3	1	1	4
O=c1c(Cc2ccc(Cl)cc2)c(O)ccn1Cc1ccccc1
→ 1	-2	-2	7	1	6	2	0	0	-1
O=C(Nc1ccc2c(c1)OCO2)N1CCC(CO)(CC2CCCCO2)CC1 (stereo not given)
→ -3	2	1	-5	-9	6	-1	-4	3	5
CNC(=O)C1CC(=O)N(c2ccc(OCC(=O)N3CCCC3)cc2)C1 (stereo not given)
→ 0	1	-5	5	-7	-14	1	1	4	2
CC(=O)N1c2ccc(S(=O)(=O)N3CCCC3)cc2CC1C(=O)Nc1cc(C)cc(C)c1 (stereo not given)
→ -8	-5	-1	9	2	9	3	11	0	-10
CN(Cc1ccccc1)C(=O)c1cccc(NC(=O)Cc2ccc(NC(=O)C3CCCN(S(=O)(=O)c4cccc([N+](=O)[O-])c4)C3)cc2)c1 (stereo not given)
→ -36	5	2	-3	10	-1	3	18	-40	.
CCNC(=O)C(C)Sc1ccc(Cl)cc1 (stereo not given)
→ 0	-2	-2	1	5	-2	-1	-2	5	1
COC(=O)c1cn(NC(=O)Cn2nc([N+](=O)[O-])c(Cl)c2C)c(=O)c2ccccc12
→ 4	1	1	6	0	-10	-2	1	-10	7
Cc1ccc(S(=O)(=O)N(C)C[C@H]2OCc3cn(nn3)CCCC(=O)N([C@H](C)CO)C[C@@H]2C)cc1
→ -3	-1	-4	4	3	-5	-1	1	1	-1
COc1ccc(C[N+]2=C(N)NC3=C(C)Cn4c(=O)n(-c5ccccc5)c(=O)n4C3C2)c(OC)c1 (stereo not given)
→ 7	1	3	.	0	-1	-2	17	1	.
CC1CCCC(NC(=O)/C=C/c2c(F)cccc2Cl)C1C (stereo not given)
→ -6	-7	1	-10	1	4	-4	-4	-1	-68
COc1ccc(-c2nn(-c3ccccc3)cc2CNC[C@H]2O[C@@H](n3cnc4c(N)ncnc43)[C@H](O)[C@@H]2O)cc1
→ 0	3	-1	7	0	0	5	1	0	-8
Cc1cccc(N(C)S(=O)(=O)c2c(C)[nH]c(C)c2C(=O)N2CCCC2)c1
→ -2	6	-1	3	1	7	2	0	-2	10
O=C1CC(N2CCN(c3ccccc3Cl)CC2)C(=O)N1c1ccc(F)cc1 (stereo not given)
→ 3	-2	5	6	-3	-1	-5	-6	2	1
CN(C)c1ccc(-c2nc3n(n2)C(c2cccnc2)C2=C(CC(C)(C)CC2=O)N3)cc1 (stereo not given)
→ -1	-2	-3	8	-3	2	-3	3	9	1
O=S1(=O)CC(N2CCN(CC3CC3)CC2)CN1Cc1ccc(F)cc1 (stereo not given)
→ 5	-6	3	1	2	9	3	0	14	.
CC(C)(C)c1ccc(C(=O)Nc2c3c(nn2C(C)(C)C)CS(=O)(=O)C3)cc1
→ -3	4	2	2	-2	-6	2	-2	3	-2
CCc1nc(N=Nc2c(O)[nH]c3ccccc23)c2c3c(sc2n1)CCC3
→ 0	-4	-3	3	2	7	4	0	-2	1

# (further entries)
# Every second line gives: ABHD4 inh	GC-B act	PRMT1 inh	TCR CD3 inh	MBD2 inh	TDP2 absorb	LEDGF integ inh	rCAG RNA binder	SIAE primary	HTRA1 inhibitor
CCCC1CCC2(CCC(=O)N2CCO)CC1 (stereo not given)
→ 3	0	-5	.	-1	-5	3	2	0	.
COc1ccccc1NC(=O)OC1CC2CC1[C@H]1CCCCN1[C@H]2Cc1ccccc1 (stereo not given in full)
→ -7	-2	-4	.	3	4	3	3	6	.
CNC(=O)c1cc(Nc2nnc(-c3ccc(O)cc3)c3ccccc23)ccc1OC
→ -5	-12	0	-7	-2	5	-6	-1	1	-15
CC(=O)c1ccc2c(c1)N(Cc1ccccc1Cl)C(=O)C(C)S2 (stereo not given)
→ -5	14	2	-5	3	2	-5	1	0	.

# High-throughput results deposited in PubChem BioAssay by several laboratories.
